Assay outcomes: PubChem, several laboratories
Dynein transport: blocks dynein driven cargo transport along microtubules; 3617.4 mouse cells, GR-EGFP nuclear translocation imaging; test concentration mostly 20 µM; stimulated with dexamethasone, 1 µM; hits give low values; z-score, hits read low; 0.47% of 220,000 active;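 active = plate z-score of nuclear minus cytoplasmic receptor signal below a set negative limit, without overly bright fluorescence or cell loss, cut at about -3.5 in these data, passing the limit was not always enough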;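 also: z-score of nuclear minus cytoplasmic ring GR-EGFP intensity difference per well; some compounds called inactive have numbers as strong as hits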
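Buffer or medium – tet-free medium with charcoal-stripped serum · Signal – automated 10x imaging of fixed Hoechst-stained cells · Also added – dexamethasone agonist, 1.0 µM final, for 30 min · Incubation – induction 48 h, compound 1 h, agonist 30 min · Read-out – GR-EGFP nuclear translocation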
b-catenin transl: alters nuclear translocation of beta-catenin in HeLa cells; immunofluorescence imaging; nuclear translocation activity, % at 5 µM; 0.3% of 190,000 active; AID 1665;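 active = nuclear translocation activity above 50% at 5 µM, with a well cell count of 50 or more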;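 also: per-cell ratio of nuclear to cytoplasmic median beta-catenin stain intensity; plate controls were DMSO negative control for no effect and GSK-3 inhibitor IX positive control for full effect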
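System: Human HeLa cells, endogenous beta-catenin | Compound dosing: 5 µM primary, 0.02–20 µM confirmation | Timing: 24 h compound exposure at 37°C, 5% CO2 | Measured by: Fluorescence imaging of beta-catenin antibody stain plus DAPI | Read-out basis: % activation of per-cell nuclear versus cytoplasmic median beta-catenin signal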
Ins promoter up: MIN6 insulin promoter up-regulation | MIN6 insulin promoter-GFP reporter, high-content imaging; hits give high values | AID 1625 | z-score at 5 µM | 0.3% of 190,000 active;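 active = z-score above 3 at 5 µM with at least 500 cells counted in the well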
Myeloid diff 2: compounds promoting myeloid differentiation; 1% of 360,000 active; AID 624256; calls only at 10 µM; ER-HoxA9 myeloid progenitors, lysozyme-GFP differentiation, flow cytometry;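 active = normalized GFP-positive differentiation at or above the plate's own cutoff, the solvent-only control mean plus 3 SD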;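 also: cells exposed to compound for four days before flow analysis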
human PMI inhibition: MPI enzyme activity inhibition – biochemical, fluorescence intensity, coupled assay, primary screen (AID 1209). purified PMI enzyme, coupled fluorescence intensity; higher % means a stronger effect. one-dose inhibition, % at 20 µM; IC50 in µM for titrated hits. 0.42% of 190,000 active; in the data active = inhibition above about 50%;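 also: plate controls were DMSO vehicle for no effect and wells lacking substrate for full effect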
Hep lipid drop: modulators of hepatic lipid droplet formation; inhibition, % at 6.5 µM; AML12 mouse hepatocytes, oleate lipid droplets, BODIPY imaging; AID 1656; 0.4% of 240,000 active;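 active = lipid droplet intensity inhibited by at least 50%, with more than 500 cells counted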
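Assay system: AML12 mouse liver cells | Compound dosing: One dose, 6.5 µM compound | Read-out basis: Droplet intensity reduction, % inhibition | Measured by: Fluorescence imaging, 20x objective, two fields per well | Schedule: Overnight treatment with compound plus oleate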
T cell HTS: T cell immune modulation candidate | AID 2052 | 2C CD8+ T cell-vesicle binding, flow cytometry; hits give low values | 0.068% of 330,000 active | calls only at 7 µM;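 active = response, share of CD8 T cells binding vesicles, and their 90th percentile fluorescence all below set limits, cut at about 80% in these data, passing the limit was not always enough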
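Assay system: 2C TCR transgenic mouse naive CD8+ T cells, MACS-purified | Read-out: CD8+ gate FL2 mean fluorescence as % of same-row positive control | Signal: High-throughput flow cytometry with anti-B7-1 and anti-CD8 staining | Timing: Binding step 1.5 h, 37 °C, antibody labelling 20 min, ice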
MT stabilize HCS: microtubule stabilization, imaging screen; HeLa tubulin immunostaining HCS, 24 h; share of cells brighter than vehicle mean+2SD; % tubulin-high responders, % at 10 µM; 0.83% of 200,000 active;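 active = plate Z-score above 3 for both tubulin-high and condensed-nucleus cell shares, with cell loss under 80%, at 10 µM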;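 also: anti alpha tubulin signal scored within the nucleus-defined area of each cell; some results filed as inactive read as strong as hits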
TNAP activators: stimulation of alkaline phosphatase TNAP activity – biochemical, luminescent, no phosphate acceptor, uHTS, primary screen (AID 1001) | activation fold at 20 µM, or EC50 in µM where a hit was titrated | purified TNAP, luminescent activation assay, no phosphate acceptor; higher activation fold means a stronger effect | 0.03% of 200,000 active; in the data active = activation fold from about 3, or a potency from the dose series; inactive = the rest, 99 in 100 with activation fold below about 1.6; also: many of its hits are not listed in these tables
Dynein transport cytoplasmic EGFP: recorded beside Dynein transport, whose call it bears; z-score; measured here: cytoplasmic GR-EGFP intensity; hits give high values
Dynein transport nuclear GR-EGFP: second read-out of Dynein transport, no call of its own (marks repeat the call); z-score; measured here: nuclear GR-EGFP intensity;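 lower value marks the stronger effect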
Dynein transport cell count: recorded beside Dynein transport, whose call it bears; z-score; measured here: cell count per field
Ins promoter up cell count: also measured in Ins promoter up; calls as there; cell count; measured here: cytotoxicity, nuclei count;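 total cells summed across four imaged fields per well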
Hep lipid drop cells 6.5 µM: further read-out of Hep lipid drop, marked with its call; cell count; measured here: cell count, cytotoxicity flag;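 cells counted across two imaged fields per well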
b-catenin transl cell count 5 µM: also measured in b-catenin transl; calls as there; cell count; measured here: cell count, cytotoxicity flag
T cell HTS vesicle-bound %: further read-out of T cell HTS, marked with its call; double positive events, %; measured here: CD8+ vesicle-bound cell fraction;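 binding gate set so that unloaded-vesicle control wells show 10% double positive cells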
MT stabilize HCS Hoechst-high %: second read-out of MT stabilize HCS, no call of its own (marks repeat the call); % Hoechst-high responders; measured here: nuclear condensation Hoechst responders;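 share of cells brighter than vehicle mean plus two SD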
MT stabilize HCS cytotoxicity %: recorded beside MT stabilize HCS, whose call it bears; toxicity, %; measured here: cytotoxicity by cell density;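 0% = mean cell density of plate MIN control wells and 100% = no cells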
Myeloid diff 2 GFP+ MAC1+ %: also measured in Myeloid diff 2; calls as there; GFP+ MAC1+ double positive, %; measured here: differentiation confirmed by MAC1 staining
Starred values were filed as active, the others as inactive; i = inactive; / = no result given.

Molecule	Dynein transport	Dynein transport cytoplasmic EGFP	Dynein transport nuclear GR-EGFP	Dynein transport cell count	b-catenin transl	b-catenin transl cell count 5 µM	Ins promoter up	Ins promoter up cell count	Myeloid diff 2	Myeloid diff 2 GFP+ MAC1+ %	human PMI inhibition	Hep lipid drop	Hep lipid drop cells 6.5 µM	T cell HTS	T cell HTS vesicle-bound %	MT stabilize HCS	MT stabilize HCS Hoechst-high %	MT stabilize HCS cytotoxicity %	TNAP activators
COc1ccc(CCNC(=O)CSc2nc3[nH]ncc3c(=O)n2-c2ccc(C)c(Cl)c2)cc1OC	0.49	-0.26	-0.11	0.73	/	/	-0.08	960	i	0.3	5%	-12	739	/	/	1.3	1.8	10	1.1
O=C(C1CC1)N1CCc2cc(S(=O)(=O)N(CCO)Cc3ccccc3)ccc21	-0.92	-0.25	-0.7	1.2	-0.1	1183	/	/	i	0.6	1%	-6	762	i	15	3.3	2.5	3.9	1.1
COc1ccc(NS(=O)(=O)c2cccc(NC(=O)CCC(=O)c3ccc(Cl)cc3)c2)cc1	-0.61	-0.26	-0.59	0.48	1.1	1095	-1.3	1347	i	0.6	18%	-4	727	i	16	6.1	3.1	8.5	1
Cc1ccc(C)c(N(CC(=O)NN=C2CCN(C)CC2)S(=O)(=O)c2ccccc2)c1	-0.18	-0.25	-0.01	0.66	1.3	1041	0.39	1514	i	0.6	-2%	-6	614	i	44	3.4	1.1	2.9	0.9
O=Cc1ccc(-c2ccc(F)cc2)o1	-0.15	-0.24	-0.074	0.085	0.6	1077	0.31	1202	i	0.8	-2%	-3	672	i	57	0.8	1.9	6.2	1.1
Cc1cc(-c2nc(C)c(-c3nnc(SCC(=O)Nc4ccc(Cl)cc4)n3C)s2)no1	0.67	-0.26	0.25	-0.24	-1.0	1275	0.14	1189	i	0.2	/	-3	703	i	16	/	/	/	/
COC(=O)c1cc(=O)c2c([N+](=O)[O-])ccc(OC)c2o1	2.4	-0.27	0.7	-1	-1.4	533	0.3	1054	i	0.5	-15%	13	738	i	22	4.6	2.0	11	1.1
COc1ccc(Cc2c(O)nc[nH]c2=O)cc1	0.95	-0.19	0.78	0.1	-1.1	951	1.4	1497	i	1.7	11%	/	/	i	56	2.0	1.5	3.9	1
COCCN(Cc1ccccc1)C(=O)c1c(C)nn(-c2ccccc2)c1C	0.37	0.33	0.25	0.063	-0.4	1070	0.29	1218	i	0.8	6%	0	708	i	10	3.8	1.6	0.3	1.1
CCCCCCCC(=O)OCC(=O)[C@@]1(O)CC[C@H]2[C@@H]3CCC4=CC(=O)CC[C@]4(C)[C@H]3[C@@H](O)C[C@@]21C	0.24	-0.21	0.32	0.55	-6.9	418	/	/	i	12	2%	18	662	i	15	2.1	1.2	3.9	1.1
Cc1ccccc1N1C(=O)C2C3C=CC(C2C1=O)N(C)C3=O (stereo not drawn)	-0.74	-0.27	-0.17	0.58	/	/	/	/	i	0.7	-2%	18	742	i	31	3.3	2.4	5.5	1.1
Cc1ccc(Cn2cnc3sc4c(c3c2=O)CCC4)c(C)c1	-1.2	-0.21	-0.61	-0.099	-1.6	551	0.23	1262	i	0.7	5%	-2	733	i	37	1.5	1.8	0.8	1.1
FC(F)(F)c1ccc(CN2C[C@@H]3C(c4ccccc4)C4(c5cccnc5)CC3(C4)[C@H]2c2ccccc2)cc1 (stereo partly drawn)	0.1	-0.7	-0.0014	-0.12	-0.9	1363	-0.83	1042	i	1.9	/	7	705	i	5	/	/	/	/
COc1nc(SCC(=O)Nc2ccccc2Cl)nc(N(C)C)n1	1.2	-0.16	0.63	-0.58	-0.3	1352	-0.25	1091	i	0.2	/	-8	780	i	29	/	/	/	/
N[C@@H](Cc1ccccc1)c1nnc(SC/C=C/c2ccccc2)o1	0.55	-0.14	0.73	-1.2	-0.2	1317	/	/	i	0.7	/	25	794	i	23	/	/	/	/
COc1ccc(-c2cc(-c3cc(OC)ccc3O)[nH]n2)cc1	-0.58	-0.33	-0.084	0.53	/	/	-0.37	814	i	6.4	0%	-3	798	i	21	2.6	2.0	6.7	1.5
COc1cc(C(C(=O)NC(C)(C)C)N(Cc2ccc3c(c2)OCO3)C(=O)c2cnccn2)cc(OC)c1OC (stereo not drawn)	0.54	-0.018	0.17	-0.48	2.0	1041	0.46	902	i	2.0	-1%	-1	830	i	16	1.2	0.9	9.0	1.1
CCOC(=O)N1CCN(Cc2cn[nH]c2-c2cc3ccccc3o2)CC1	-1.1	-0.23	-0.16	0.63	-1.4	1048	-1.1	1538	i	0.9	2%	3	658	i	22	3.9	1.8	12	1.1
Cc1nnc2sc(SCc3ccccc3Cl)nn2c1=O	-0.56	-0.21	-0.34	0.66	-0.6	1102	-0.08	1164	i	0.5	-8%	-18	720	i	15	2.8	3.0	0.3	1.1
Fc1ccc(C(Nc2ccccn2)c2c[nH]c3ccccc23)cc1 (stereo not drawn)	-0.41	-0.16	-0.15	-0.071	0.2	1058	0.11	991	i	0.0	10%	-6	703	i	52	3.0	2.7	3.7	1.2
CCSc1nc(O)cc(=O)n1CC	1.3	-0.23	0.91	-0.9	-0.1	1099	0.16	1560	i	0.4	-3%	3	661	i	39	2.8	2.0	0.7	1.1
COc1ccc(C2C=C(c3ccc(F)cc3)NC(=S)N2)cc1OC (stereo not drawn)	-1.1	-0.19	-0.59	1.3	-1.9	1079	-0.3	1566	i	0.5	14%	-9	680	i	62	2.6	1.8	3.2	1
O=C1C(=O)N(CCN2CCCCC2)c2ccccc21	-0.27	-0.22	-0.51	1	1.3	1173	-0.09	1150	i	0.9	-6%	6	720	i	25	3.7	1.9	3.8	1
CCN(CCCNC(=O)C1CCC(=O)N1Cc1ccccc1Cl)c1cccc(C)c1 (stereo not drawn)	-0.93	-0.031	-0.18	0.91	/	/	-0.66	864	i	6.5	-6%	-16	737	i	7	0.4	1.0	8.4	0.7
COc1ccc(Cn2c3nc4ccccc4nc3c3c(=O)n(Cc4ccco4)c(C)nc32)cc1	/	/	/	/	-6.4	1139	-1.4	1397	/	/	0%	3	762	/	/	/	/	/	1.2

Next part, overlapping the part above by two compounds.
Molecule	Dynein transport	Dynein transport cytoplasmic EGFP	Dynein transport nuclear GR-EGFP	Dynein transport cell count	b-catenin transl	b-catenin transl cell count 5 µM	Ins promoter up	Ins promoter up cell count	Myeloid diff 2	Myeloid diff 2 GFP+ MAC1+ %	human PMI inhibition	Hep lipid drop	Hep lipid drop cells 6.5 µM	T cell HTS	T cell HTS vesicle-bound %	MT stabilize HCS	MT stabilize HCS Hoechst-high %	MT stabilize HCS cytotoxicity %	TNAP activators
CCN(CCCNC(=O)C1CCC(=O)N1Cc1ccccc1Cl)c1cccc(C)c1 (stereo not drawn)	-0.93	-0.031	-0.18	0.91	/	/	-0.66	864	i	6.5	-6%	-16	737	i	7	0.4	1.0	8.4	0.7
COc1ccc(Cn2c3nc4ccccc4nc3c3c(=O)n(Cc4ccco4)c(C)nc32)cc1	/	/	/	/	-6.4	1139	-1.4	1397	/	/	0%	3	762	/	/	/	/	/	1.2
CC1CN(C(=O)c2cc3cc(Cl)cc(Cl)c3oc2=O)CC(C)O1 (stereo not drawn)	0.32	-0.26	0.87	1.6	-2.3	1245	/	/	i	1.1	-3%	5	727	i	62	1.1	0.1	12	1.1
CCc1cccc(NC(=O)C2CCN(S(=O)(=O)c3cccs3)CC2)c1	0.19	0.12	0.65	-0.35	-1.6	1164	-0.61	948	i	1.4	11%	8	760	i	12	1.4	1.7	12	1.2
O=C(CN1CCN(c2ccccc2O)CC1)NCCCc1ccccc1	-0.66	-0.3	-0.24	0.4	-0.7	1055	-0.04	1215	i	0.9	-1%	11	747	i	19	1.6	2.7	9.1	0.9
CC(C)(C)CC(=O)NC(=S)NCc1ccccc1	-0.055	-0.3	-0.028	0.64	-3.5	1155	0.12	1594	i	0.0	1%	-7	627	i	28	0.8	0.9	4.1	1.2
O=C(NCCc1csc(-c2ccccc2)n1)c1c(F)cccc1F	1.1	-0.16	0.13	-0.26	0.0	1100	-0.22	1203	i	2.4	-5%	0	677	i	24	1.7	2.1	6.0	1.1
CC(NC(=O)CCl)c1ccc(Cl)c(Cl)c1 (stereo not drawn)	-3.2	-0.13	-0.97	0.96	-1.5	1176	-1	819	i	1.6	-3%	-44	643	i	8	3.4	1.6	6.2	1.1
N=C1SCC(=O)N1c1ncc(Cc2ccccc2Cl)s1	-0.92	-0.28	-0.51	1.1	-2.1	1114	0.32	1434	i	0.4	2%	0	671	/	/	5.0	2.3	11	1.3

Copied from the list:
N=C1SCC(=O)N1c1ncc(Cc2ccccc2Cl)s1 @ MT stabilize HCS Hoechst-high % = 2.3
CC(C)(C)CC(=O)NC(=S)NCc1ccccc1 @ b-catenin transl = -3.5
